# Screens as filed in PubChem.
# TSHR antag = human thyrotropin receptor antagonism; P16473; TSHR-expressing cells, TSH-stimulated cAMP HTRF, 2 h; hits give low values; activity change, negative = inhibition, % at 11.5 µM; actives 0.2% (n = 330,000);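 active means activity change below a set negative limit, meaning inhibition stronger than a set level, cut at about -70% in these data; inconclusive means activity change between two set negative limits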; further: on the % scale 0 is the no-effect control and ±100 the full control effect
#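 TSHR-expressing cells, 200/well, pre-treated with compound, then stimulated with EC80 TSH (4nM final) for 2 hours at 37 deg C. cAMP measured by competitive HTRF: anti-cAMP cryptate antibody in lysis buffer plus cAMP-d2, read after 30 minutes at room temperature.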
# ELG1 DNA repair = inhibitors of ELG1-dependent DNA repair in HEK293T cells; HEK293T ELG1-luciferase reporter, luminescence, 16 h; DNA damage induced by 5-fluorouridine; Potency, µM (doses to about 46.1 µM), for inactives: at the highest dose activity change, negative = inhibition, usual class: inhibitors; actives 2.3% (n = 330,000); further: potency means the concentration at half of the fitted maximal effect; on the % scale 0 is the no-effect control and ±100 the full control effect; nearly all actives have a fitted effect of over 55% in size
#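 HEK293T cells expressing luciferase-tagged ELG1 (2,000/well) received 5-Fluorouridine plus compound or DMSO for 16 hr at 37 °C. Luciferase was read by ONE-Glo luminescence after 30 min at room temperature.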
# B2AR arrestin = beta2AR (human) beta-arrestin recruitment activity. AID 492947. Potency, µM (top dose mostly 46.1 µM), for the others: at the top dose activation, hits mostly activators. P07550. actives 0.02% (n = 330,000). beta-arrestin recruitment to beta2AR, cell-based reporter;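 further: potency means the concentration at half of the fitted maximal effect; 0% = DMSO controls and full agonism = EC100 isoproterenol or metaproterenol; nearly all actives have a fitted effect of over 65% in size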
# uPA generation = inhibitors of cell surface uPA generation | actives 0.31% (n = 330,000) | cell surface uPA generation assay, qHTS | Potency, µM (titrated, usually from 38.3 µM), for inactives: top-dose activity change, negative = inhibition, hits mostly inhibitors; active means well fitted inhibition curve with a large enough effect; inconclusive means small, poorly fitted or top-dose-only effect; inactive means no such curve, though single readings can be large or run the other way; tested in mouse RAW 264.7 cells; further: potency means the concentration at half of the fitted maximal effect; on the % scale 0 is the no-effect control and ±100 the full control effect; nearly all actives have a fitted effect of over 55% in size
# Mito fusion yeast = mitochondrial division inhibition or fusion activation | Potency, µM (titrated, usually from 46.1 µM), for inactives: at the highest dose growth rescue (activation), most hits filed as activators | actives 0.23% (n = 320,000) | AID 485298 | S. cerevisiae fusion-defective mutant growth rescue, CellTiterGlo 48 h;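 further: potency means the concentration at half of the fitted maximal effect; % of control where 0% means no effect; nearly all actives have a fitted effect of over 45% in size; temperature-sensitive fusion mutants such as fzo1-1 at 37 °C on non-fermentable ethanol glycerol medium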
#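 Temperature-sensitive fusion-defective S. cerevisiae (e.g. fzo1-1, mgm1-5) were grown with compound in YPEG medium (3% ethanol, 3% glycerol) for 48 hours at 37C. Growth rescue was measured as viability by CellTiterGlo luminescence after 10 minutes at ambient.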
# Chronic BCR inh = inhibitors of chronic active B-cell receptor signaling; ABC-DLBCL IkBa-CBG/CBR reporter, luminescence ratio, 4 h; Potency, µM (doses to about 46.1 µM), for the others: at the highest dose ratio change, negative = lower green/red ratio, hits mostly inhibitors; actives 0.05% (n = 340,000); AID 493014; active means well fitted inhibition curve with a large enough effect in the signal ratio, with a control signal flat, not every such curve was filed as active; inconclusive means small, poorly fitted or top-dose-only effect, or effect the other way, or a change in a side signal; the % refers to the signal ratio;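 further: potency means the concentration at half of the fitted maximal effect; plate controls were basal doxycycline-induced cells for no effect and cells given 10 µM MG132 for full effect; MG132 reads +100%, hits lower the ratio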
#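 TMD8 ABC-DLBCL cells carrying doxycycline-inducible green luciferase fused to IkappaBalpha plus unfused red luciferase were exposed to compounds (up to 46 uM) for 4 hrs at 37C. Activity came from the overlap-corrected green/red luminescence ratio.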
# Tb PFK inh = blocks T. brucei phosphofructokinase; O15648; T. brucei PFK, ADP-Glo luminescence; Potency, µM (top dose mostly 57.5 µM), for inactives: at the highest dose activity, negative = inhibition, actives largely listed as inhibitors; actives 0.17% (n = 330,000); AID 485367;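 further: potency means the concentration at half of the fitted maximal effect; 0% = uninhibited 1x PFK enzyme wells and -100% = no-enzyme wells; nearly all actives have a fitted effect of over 60% in size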
# Target sequence (O15648 whole entry, looked up): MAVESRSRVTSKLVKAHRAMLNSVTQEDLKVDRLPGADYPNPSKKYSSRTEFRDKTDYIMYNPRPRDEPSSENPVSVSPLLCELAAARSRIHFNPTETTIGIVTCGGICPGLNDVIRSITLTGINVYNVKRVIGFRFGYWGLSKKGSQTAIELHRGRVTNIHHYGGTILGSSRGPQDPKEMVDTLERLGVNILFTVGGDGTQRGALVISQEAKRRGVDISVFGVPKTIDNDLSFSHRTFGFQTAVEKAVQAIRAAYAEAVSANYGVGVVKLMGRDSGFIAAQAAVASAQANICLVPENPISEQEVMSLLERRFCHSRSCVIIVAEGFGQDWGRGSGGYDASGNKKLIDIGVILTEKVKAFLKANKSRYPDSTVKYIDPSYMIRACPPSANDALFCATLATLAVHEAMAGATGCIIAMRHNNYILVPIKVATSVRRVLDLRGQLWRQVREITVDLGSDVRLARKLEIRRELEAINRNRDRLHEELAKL
#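 Activity is normalized to no-enzyme wells (full inhibition) and 1.25 nM enzyme wells (no inhibition). Reaction: 0.5 mM F6P, 0.1 mM ATP, 45 min RT, ADP-Glo luminescence; concentration-response curves fitted and classed by quality.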
# TCR act = activates T cell receptor signaling; AID 504894; 330,000 tested, under 10 active; Potency, µM (top dose mostly 9.22 µM), without a hit: at the top dose activation of IL-2 secretion, most hits filed as activators; primary human leukocytes, anti-CD3, IL-2 HTRF, 48 h; further: % of control where 0% means no effect
#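 Primary human leukocytes receive a-CD3 beads and test compound and are incubated 48 hr. Secreted IL-2 is then assayed by HTRF, measuring 665nm acceptor emission after 320nm excitation of the europium donor.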
# Eya2 inh = Eya2 (human) phosphatase inhibition; O00167; recombinant Eya2, OMFP fluorescence dephosphorylation (OMFP is methylfluorescein phosphate); Potency, µM (series often up to 76.9 µM), inactives show at the highest dose activity, negative = inhibition, actives largely listed as inhibitors; actives 0.006% (n = 330,000); AID 488837; further: potency means the concentration at half of the fitted maximal effect; on the % scale 0 is the no-effect control and ±100 the full control effect
#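 Eya2 (0.2 uM) preincubated 10 min at ambient with compound, then OMFP substrate added at 50 uM; 10 min reaction in 50 mM HEPES pH 7.5, 50 mM NaCl, 5 uM MgCl2, 0.05% BSA, 1 mM DTT. Fluorescence read at Ex 485/Em 525 nm.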
# USP2a block = USP2a (human) protease inhibition; Potency, µM (doses to about 38.3 µM), without a hit: at the highest dose activity change, negative = inhibition, actives largely listed as inhibitors; USP2 core, Ub-CHOP2 coupled fluorogenic reporter, 485/531; O75604; actives 0.01% (n = 330,000);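 further: potency means the concentration at half of the fitted maximal effect; plate controls were DMSO wells for no effect and full inhibition by NEM control for full effect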
#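 Cell-free coupled assay: 10nM USP2 core preincubated 30min RT with compound in Tris-HCl pH 8.0/CaCl2/CHAPS buffer, then 25nM Ub-CHOP2 and 25nM reporter substrate; fluorescence (Ex 485/Em 531) read after 60min RT, normalized to NEM inhibition, concentration-response curves fitted.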
# TSG101-PTAP inh = blocks PTAP/TSG101 interaction to inhibit HIV-1 budding; Q99816; 340,000 tested, under 10 active; Fluorescence polarization, FITC-PTAP peptide / Tsg101 binding; Potency, µM (doses to about 115 µM), without a hit: top-dose activity change, negative = inhibition, hits mostly inhibitors; active means well fitted inhibition curve with a large enough effect in the main read-out, with a control signal flat, not every such curve was filed as active; inconclusive means small, poorly fitted or top-dose-only effect, or effect the other way, or a change in a side signal; inactive means no such curve, though single readings can be large or run the other way; further: potency means the concentration at half of the fitted maximal effect; % of control where 0% means no effect
# Target sequence (Q99816 whole entry, looked up): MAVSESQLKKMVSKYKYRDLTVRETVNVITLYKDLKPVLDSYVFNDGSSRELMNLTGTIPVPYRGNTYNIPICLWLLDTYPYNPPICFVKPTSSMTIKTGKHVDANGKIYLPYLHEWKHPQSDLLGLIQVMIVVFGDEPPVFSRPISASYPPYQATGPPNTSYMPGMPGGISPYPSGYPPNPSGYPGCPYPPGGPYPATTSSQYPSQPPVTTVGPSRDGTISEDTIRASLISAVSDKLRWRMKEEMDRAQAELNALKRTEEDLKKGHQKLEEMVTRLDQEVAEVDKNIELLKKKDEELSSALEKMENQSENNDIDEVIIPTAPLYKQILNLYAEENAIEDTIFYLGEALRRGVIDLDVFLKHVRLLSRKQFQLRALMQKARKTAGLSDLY
#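 Fluorescence polarization binding of Tsg101 binding domain (10 uM final) to FITC-labeled PTAP peptide (50 nM final) in HEPES pH 7.5 buffer with NaCl, Tween 20, EDTA, TCEP. Compounds added before peptide; binding 20 min at RT.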
# Starred values were filed as active, the others as inactive; ? = inconclusive; / = not tested or not shown; [ ] = remark or other dose. Unless noted, the call rests on the fitted dose curve; in most records, active means well fitted curve in the direction sought with a large enough effect; inconclusive means small, poorly fitted or top-dose-only effect, or another doubt; inactive means no such curve, though single readings can be large; an effect the other way counts as inactive or inconclusive.
SMILES,TSHR antag,ELG1 DNA repair,B2AR arrestin,uPA generation,Mito fusion yeast,Chronic BCR inh,Tb PFK inh,TCR act,Eya2 inh,USP2a block,TSG101-PTAP inh
O=C(Nc1cccc(C(F)(F)F)c1)C1CCCN(S(=O)(=O)c2cnc[nH]2)C1 (stereo unspecified),13,-14%,-0.2%,0%,2%,?,-4%,-7%,-16%,-1%,-3%
Cc1ccc(S(=O)(=O)NCCOc2cc(C)ccc2C)cc1,-12,3%,-0.2%,7%,1%,0%,-9%,13%,-6%,0%,-1%
O=C(COC(=O)c1ccco1)Nc1ccc2c(c1)OCCO2,-7,5%,8.6%,2%,-3%,4%,2%,-28%,-7%,2%,-4%
CN(C)c1ccc(/C=N/OC(=O)Nc2ccccc2Cl)cc1,-4,?,0.0%,3%,6%,-9%,-6%,/,8%,3%,1%
O=C(COC(=O)/C=C/c1ccc([N+](=O)[O-])cc1)Nc1ccc2[nH]c(=O)[nH]c2c1,2,8%,-0.2%,4%,-6%,0%,1%,6%,-14%,2%,-5%
Cc1ccc(NC(=O)NCCCN2CCCC2=O)c(C)c1,1,8%,-0.3%,3%,2%,1%,0%,2%,-1%,0%,-3%
COc1ccccc1CCCNC(=O)C1CCC(=O)N(CCCN2CCCC2=O)C1 (stereo unspecified),-7,0%,-1.1%,-5%,-1%,-2%,0%,-3%,16%,5%,-5%
CC(C)c1ccccc1NC(=O)c1ccc2ncsc2c1,-1,?,-0.2%,0%,5%,?,-8%,-4%,-10%,1%,0%
CN1CCC(OC(c2ccccc2)c2ccccc2)CC1,9,6%,-0.5%,-1%,1%,2%,1%,-3%,-2%,0%,-3%
CCOC(=O)c1c(=O)n(O)c2ccc(C)cc2[n+]1[O-],-2,-1%,0.0%,4%,1%,-1%,2%,8%,14%,3%,-3%
COc1ccc(-c2nn(-c3ccccc3)cc2C=O)cc1[N+](=O)[O-],-7,?,-1.0%,5%,-1%,?,1%,-6%,-25%,2%,0%
COc1cccc(NC(=O)Nc2ccccc2Br)c1,26,?,0.6%,4%,11%,?,8%,5%,-10%,0%,-5%
Cc1cccc(NC(=O)CSc2ccc(-c3ccco3)nn2)c1,-11,-14%,-0.2%,0%,3%,-9%,-11%,-10%[46.1 µM],1%,3%,0%
O=C(CSc1ccccn1)Nc1ccc2ccccc2c1,2,?,-0.8%,/,-3%,7%,-2%,/,4%,6%,/
Cc1ccc(CN2CCN(Cc3ccc4c(c3)OCCO4)CC2CCO)cc1 (stereo unspecified),5,-2%,6.7%,9%,-1%,4%,2%,0%,-16%,2%,-4%
Cc1cccc(NC(=S)/N=C(\N)Nc2nc(C)c3ccccc3n2)c1,26,-11%,-1.1%,-9%,18%,0%,0%,-5%[46.1 µM],4%,-2%,0%
COc1ccccc1CN1CCCC(C(=O)N2CCCCC2)C1 (stereo unspecified),4,-2%,-0.5%,-5%,-4%,-2%,3%,2%,1%,4%,-3%
CCOC(=O)c1ccc(NC(=O)Nn2cnnc2)cc1,6,5%,-0.1%,1%,-1%,6%,0%,5%,10%,0%,-1%
COc1ccc(S(=O)(=O)Nc2cc(C(C)C)c(O)cc2C)cc1,-5,-12%,-0.3%,8%,3%,?,-5%,5%,19%,2%,1%
CC(=O)Nc1cccc(N(C)C)c1,-8,1%,0.0%,-2%,3%,-2%,-2%,-5%,-8%,4%,-1%
O=C(c1ccccc1C(F)(F)F)N1CCN(S(=O)(=O)c2ccccc2)CC1,-1,21µM*,0.0%,2%,5%,?,1%,0%,3%,1%,0%
Cc1cc(C(=O)c2ccc(Cl)cc2)c(NC(=O)CCl)s1,17,8%,0.0%,-17%,2%,-1%,-2%,-1%[46.1 µM],0%,2%,-3%
CC1CN(C(=O)COC(=O)c2ccc3ncsc3c2)CC(C)O1 (stereo unspecified),0,?,-1.0%,0%,/,-3%,3%,6%[46.1 µM],1%,-4%,-4%
Cc1cccc(C)c1NC(=O)C[n+]1cc(-c2ccccc2)n2c1CCC2,-6,?,-0.5%,6%,0%,2%,-3%,-2%,-2%,0%,0%
CC[C@]12c3[nH]c4ccc(Cl)cc4c3CCN1C(=O)[C@@H](CC(=O)NCCc1ccccn1)C[C@@H]2C(=O)N1CCN(C(=O)C2CC2)CC1,20,3%,0.1%,15%,/,?,-2%,-6%[46.1 µM],6%,0%,0%
SMILES,TSHR antag,ELG1 DNA repair,B2AR arrestin,uPA generation,Mito fusion yeast,Chronic BCR inh,Tb PFK inh,TCR act,Eya2 inh,USP2a block,TSG101-PTAP inh
COc1c(C(=O)Nc2ccc(Br)cn2)ccc2ccccc12,0,?,0.3%,-1%,-5%,1%,23%,2%,3%,5%,-6%
COc1ccc(-n2c(SCC(=O)NCc3ccco3)nc3sc4c(c3c2=O)CCN(C)C4)cc1,2,?,0.2%,12%,0%,2%,0%,-9%,-2%,6%,4%
CCN(CC(=O)Nc1c(F)cccc1F)C(=O)c1cccc(S(=O)(=O)NCc2ccccc2)c1,-5,8%,-0.1%,-1%,-4%,2%,8%,-2%,9%,4%,-1%
COc1cc(/C=C(/C#N)C(=O)Nc2ccc(Cl)cc2)ccc1Oc1nc(Cl)ncc1F,-7,-1%,3.0%,-1%,2%,4%,12%,-1%,5%,1%,-4%
O=[N+]([O-])c1ccccc1Oc1ncccc1[N+](=O)[O-],5,12%,0.2%,1%,4%,3%,-1%,-2%,-8%,1%,-2%
O=c1c2cc(-c3ccccc3)sc2nc2n1CCC2,-7,?,-0.4%,/,2%,?,-2%,/,15%,1%,/
CCOC(=O)C1=C(Nc2ccc(Br)cc2)CC(C)(O)C(C(=O)OCC)C1c1ccccc1 (stereo unspecified),4,?,0.1%,-3%,-1%,1%,-6%,-1%,15%,3%,2%
COc1ccc(NC(=O)C2CCN(S(=O)(=O)c3ccc4c(c3)CC(C)N4C(C)=O)CC2)c(OC)c1 (stereo unspecified),-6,-11%,0.2%,-8%,6%,5%,-1%,9%,7%,1%,-2%
CC(=O)COc1ccc2c3c(c(=O)oc2c1)CCCC3,5,?,-1.1%,/,0%,?,1%,-2%,15%,1%,-8%
CN1CCC(N(C)C(=O)/C(C#N)=C/c2ccccc2)CC1,8,?,0.0%,-3%,-19%,2%,-13%,3%,8%,3%,-5%
COc1ccc(/C=C2/C(=O)OCc3cc(OC)c(OC)cc32)cc1,-7,-26%,-1.2%,-9%,?,?,1%,-3%[46.1 µM],4%,2%,0%
CCOC(=O)c1ccc(N2CCN(C(C)=O)CC2)c(NC(=O)c2cccnc2)c1,13,-11%,0.0%,-1%,2%,-4%,1%,1%,6%,4%,-4%
O=C(Nc1ccccn1)c1cc2ccccc2o1,-6,?,-0.9%,?,-8%,?,-22%,1%[46.1 µM],10%,2%,-6%
COc1ccc(C2CC(c3ccc(F)cc3)n3nc(NS(C)(=O)=O)nc3N2)cc1 (stereo unspecified),-6,22%,-0.3%,5%,2%,6%,-3%,-2%,-4%,1%,-4%
Cn1cc(Cl)c(C(=O)NNC(=S)Nc2cccc(Cl)c2)n1,2,29%,-0.5%,0%,-1%,?,6%,-50%,-1%,5%,0%
CCCc1cc(=O)[nH]c2nnc(SCC(=O)Nc3nnc(SCC)s3)n12,-1,7%,-0.5%,1%,2%,4%,-2%,-3%,4%,-1%,-1%
COc1c(C)cc(S(=O)(=O)N2CCOCC2)c(C)c1C,-4,12%,-0.2%,-6%,-1%,-3%,2%,/,9%,12%,0%
CCOC(=O)c1sc2nc(CSc3ccccc3)nc(NCCN(C)C)c2c1C,6,2%,-0.5%,-3%,-6%,?,-1%,-1%,4%,-1%,-2%
COc1cc(NC(=S)Nc2ccc3c(c2)OCCO3)cc(OC)c1OC,-14,?,-0.5%,4%,-5%,2%,0%,-1%,-4%,1%,-4%
O=C(Cn1cc[n+](CC(=O)c2ccccc2)c1)c1ccccc1,65,7%,-0.4%,-2%,-1%,7%,-1%,-8%,10%,1%,-3%
O=C(COc1ccc2ccccc2c1)NNC(=O)C(=O)Nc1ccccc1,0,15%,0.0%,-6%,-23%,-6%,4%,-2%,-8%,6%,-8%
C#CCCc1cocc1/C=[N+](\[O-])c1ccc(C(=O)OCC)cc1,55,?,0.3%,2%,5%,-4%,-13%,10%,4%,-24%,-2%
C/C(CC(=O)Nc1ccc(Cl)cc1Cl)=N\NC(=O)c1ccco1,-9,?,-0.6%,-25%,19%,?,0%,-1%[46.1 µM],-3%,-8%,-1%
O=S(=O)(c1ccc(Cl)cc1)N1CCC(n2cccc2)CC1,4,?,0.0%,0%,-1%,-1%,1%,-4%,?,-2%,-7%
